Bioassay records as filed in PubChem BioAssay.
Tau fibril ThT: blocks human tau fibril formation measured by thioflavin T; P10636; recombinant tau K18 P301L, heparin-induced fibrillization, ThT fluorescence; Potency, µM (titrated, usually from 57.4 µM), for inactives: at the highest dose activity, negative = inhibition, hits mostly inhibitors; 2.1% of 270,000 active; AID 1460; also: % is scaled to controls: 0 for no effect and ±100 for the full control effect; nearly all actives have a fitted effect of over 55% in size
Target sequence (P10636 561-689 P618L limits assumed): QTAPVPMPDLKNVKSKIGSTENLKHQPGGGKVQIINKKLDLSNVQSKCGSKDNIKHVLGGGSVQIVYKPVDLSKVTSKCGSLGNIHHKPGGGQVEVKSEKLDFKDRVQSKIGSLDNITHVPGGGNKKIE
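Tau K18 P301L fragment (15 uM unlabeled plus 0.24 uM Alexa 594-labeled) in 100 mM sodium acetate pH 7 with compound, fibrillization induced by 20 uM heparin for 6 hr at 37 C. Thioflavin T (30 uM) added, fluorescence read after 1 hr (ex 450, em 510 nm).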
HTT cytoprotect: protects HTT-Q103 PC12 cells, measured by ATP | AID 1471 | PC12 HTT-Q103 induced, cytoprotection, ATP luminescence, 40 h | 0.14% of 230,000 active | Potency, µM (doses to about 56.4 µM), without a hit: cytoprotection (ATP increase), usual class: activators;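 also: % of control where 0% means no effect; nearly all actives have a fitted effect of over 45% in size; toxic huntingtin expression switched on by the ecdysone agonist tebufenozide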
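Compounds added alongside 100 nM tebufenozide, which induces toxic Q103 huntingtin exon 1-GFP in stable PC12 cells; surviving cells quantified by luminescent ATP measurement. Medium: phenol red-free DMEM, 5% equine and 5% calf serum.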
HttQ103 aggreg: mutant huntingtin aggregation inhibition. PC12 HttQ103-GFP aggregates, Acumen cytometry, 40 h. 1.1% of 220,000 active. Potency, µM (titrated, usually from 46.1 µM), without a hit: at the highest dose activity change, negative = inhibition, usual class: inhibitors; also: % is scaled to controls: 0 for no effect and ±100 for the full control effect; nearly all actives have a fitted effect of over 60% in size
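PC12/HTTQ103-GFP, ecdysone-inducible; teb 100 nM; cpd qHTS titration; GFP aggregates read on laser cytometer, Ex 488/Em 500-530 nm.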
Tau fluor counter: counter-screen for tau fibril formation inhibitors; tau K18 P301L (four-repeat tau fragment) Alexa594 fluorescence, heparin fibrillization; Potency, µM (titrated, usually from 57.7 µM), for inactives: at the top dose activity change, negative = decrease; 0.93% of 280,000 active; AID 1463; also: % is scaled to controls: 0 for no effect and ±100 for the full control effect; nearly all actives have a fitted effect of over 55% in size
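Human K18 P301L tau (15 uM unlabeled plus 0.24 uM Alexa 594-labeled, final) in 100 mM sodium acetate pH 7 was mixed with compound and 20 uM heparin and incubated 6 hr at 37 C.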
Tau fibril FP: blocks human tau fibril formation measured by polarization; P10636; Potency, µM (highest dose often 57.7 µM), inactives show at the top dose activity, negative = inhibition, usual class: inhibitors; 0.39% of 280,000 active; K18 P301L tau heparin fibrillization, Alexa594 FP, 6 h; AID 1468; also: % is scaled to controls: 0 for no effect and ±100 for the full control effect; nearly all actives have a fitted effect of over 55% in size
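Steps: dispense K18 P301L tau (15 uM plus 0.24 uM Alexa 594 tracer, final) in pH 7 sodium acetate; add compound; add heparin (20 uM final); incubate 6 hr, 37 C; add ThT (30 uM final); after 1 hr ambient, read FP.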
KDM4E inh: blocks human JMJD2E demethylase activity | B2RXH2 | JMJD2E catalytic domain, FDH-coupled NADH fluorescence (FDH is formaldehyde dehydrogenase) | Potency, µM (highest dose often 57.1 µM), for the others: top-dose activity change, negative = inhibition, usual class: inhibitors | 1.6% of 230,000 active; active = well fitted inhibition curve with a large enough effect, not every such curve was filed as active; inconclusive = small, poorly fitted or top-dose-only effect, or another doubt; inactive = no such curve, though single readings can be large or run the other way;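 also: 0% = wells with enzyme and -100% = buffer wells without enzyme; nearly all actives have a fitted effect of over 50% in size; many of its hits are not listed in these tables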
Target sequence (B2RXH2 1-337 limits assumed): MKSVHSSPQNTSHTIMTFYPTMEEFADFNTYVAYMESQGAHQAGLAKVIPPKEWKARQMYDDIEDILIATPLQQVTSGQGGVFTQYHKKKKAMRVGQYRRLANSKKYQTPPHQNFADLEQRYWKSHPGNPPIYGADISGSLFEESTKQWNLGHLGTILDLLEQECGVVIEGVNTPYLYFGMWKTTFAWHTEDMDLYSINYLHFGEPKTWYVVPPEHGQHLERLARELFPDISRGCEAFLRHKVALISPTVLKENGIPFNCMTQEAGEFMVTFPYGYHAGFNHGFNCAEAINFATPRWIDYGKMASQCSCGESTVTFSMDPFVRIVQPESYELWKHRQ
ALDH1A1 inh: inhibitors of human aldehyde dehydrogenase 1A1; 7.3% of 220,000 active; Potency, µM (doses to about 75.3 µM), without a hit: top-dose activity, negative = inhibition, actives largely listed as inhibitors; Purified ALDH1A1, NADH fluorescence, propionaldehyde substrate; P00352; active = well fitted inhibition curve with a large enough effect, not every such curve was filed as active; inconclusive = small, poorly fitted or top-dose-only effect, or another doubt; inactive = no such curve, though single readings can be large or run the other way;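 also: plate controls were no enzyme wells and a reference inhibitor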
Target sequence (P00352 whole entry, looked up): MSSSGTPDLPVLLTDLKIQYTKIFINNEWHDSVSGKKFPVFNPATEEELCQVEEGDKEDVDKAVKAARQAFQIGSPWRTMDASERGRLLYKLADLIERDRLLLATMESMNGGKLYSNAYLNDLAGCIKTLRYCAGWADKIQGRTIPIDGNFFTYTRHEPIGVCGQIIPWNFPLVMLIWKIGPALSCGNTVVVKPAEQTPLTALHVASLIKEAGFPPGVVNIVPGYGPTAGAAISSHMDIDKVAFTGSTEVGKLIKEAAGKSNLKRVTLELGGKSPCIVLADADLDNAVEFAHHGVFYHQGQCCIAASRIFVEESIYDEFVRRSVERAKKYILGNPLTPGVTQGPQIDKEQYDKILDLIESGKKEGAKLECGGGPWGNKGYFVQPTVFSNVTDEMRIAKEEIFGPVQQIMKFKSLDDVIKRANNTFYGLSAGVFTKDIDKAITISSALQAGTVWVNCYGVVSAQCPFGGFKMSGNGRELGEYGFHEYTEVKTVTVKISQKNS
SMN2 splice up: enhancers of SMN2 splice variant expression | Potency, µM (highest dose often 46.1 µM), for inactives: at the highest dose activity change, positive = activation, hits mostly activators | AID 1458 | HEK293 SMN2-luciferase splicing reporter, luminescence, 30-36 h | 2.8% of 210,000 active; also: % of control where 0% means no effect; nearly all actives have a fitted effect of over 55% in size
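HEK293 cells carry an SMN2 minigene-luciferase reporter in which exon 7 inclusion puts luciferase in frame. Cells were seeded at 2000 cells/well, attached for 10-12 hours, then exposed to compounds for 30-36 hours at 37C before ONE-Glo luminescence.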
An asterisk follows results filed as active; ? = inconclusive; · = no result given; & = joins results of further samples; [ ] = another dose, or the depositor's remark. Unless noted, calls follow the shape of the dose curve; as a rule, active = well fitted curve in the direction sought with a large enough effect; inconclusive = small, poorly fitted or top-dose-only effect, or another doubt; inactive = no such curve, though single readings can be large; an effect the other way counts as inactive or inconclusive. Potency is read from the fitted curve at half-maximal effect.

SMILES	Tau fibril ThT	HTT cytoprotect	HttQ103 aggreg	Tau fluor counter	Tau fibril FP	KDM4E inh	ALDH1A1 inh	SMN2 splice up
CCCCN(C)C1=CC2=CC(=C(C#N)C#N)CCC2CC1 (stereo unspecified)	?	6%[10 µM]	0.32µM*	-18%	7%	0%	?	-28%
CCOc1ccc2nc(NC(=O)C(NS(=O)(=O)c3cccc4nsnc34)C(C)C)sc2c1 (stereo unspecified)	?	-11%	-19%	-20%	-7%	-4%	7%	1%
Cc1nn(CC#N)c(=O)n1-c1ccccc1	1%	8%	-3%	1%	0%	-6%	11%	-2%
CCCS(=O)(=O)c1nc(S(=O)(=O)c2ccc(C)cc2)c(NCc2ccco2)s1	-8%	13%[10 µM]	5%	-18%	0%	-1%	?	-8%
CC(=O)N1CCN(Cc2nc3cc(NS(C)(=O)=O)ccc3n2C)CC1	13%	4%	2%	12%	2%	-1%	-4%	?
COc1ccc(C(=O)Nc2ccc(F)cc2F)cc1	-6%	-22%	8%	-7%	5%	7%	1%	10µM*
CS(=O)(=O)N1CCCC(C(=O)NCc2ccccc2Cl)C1 (stereo unspecified)	-13%	-7%	-9%	-2%	3%	6%	14%	-19%
CC(=O)NC(CC(=O)O)c1ccccc1 (stereo unspecified)	-3%	-11%[10 µM]	-7%[9.22 µM]	-8%	0%	0%	·	·
Cc1ccc(OCC(=O)N2CCc3ccccc3C2)c([N+](=O)[O-])n1	-2%	-59%[inhibitor]	-6%	-1%	-2%	-8%	10%	2%
CCCCCn1c(=O)c2ccccc2n2c(CCl)nnc12	-7%	-29%	-26%	-2%	5%	-14%	25µM*	-34%[inhibitor]
Cc1nn(CCC(N)=O)c2nc(-c3cccs3)cc(C(F)(F)F)c12	6%	·	-8%	3%	0%	-8%	4%	-12%
CCOc1ccc(S(=O)(=O)N/N=C2/CCCC(=O)C2)cc1	5%	34%[10 µM]	32%	8%	-1%	-10%	?	-2%
COC(=O)C1CCN(C(=O)CSc2nc3ccc(OC)cc3[nH]2)CC1	-9%	-23%	8%	-2%	8%	-9%	4%	11%
CC(Oc1ccc(F)cc1)C(O)CCN(C)C (stereo unspecified)	6%	-33%[10 µM]	-4%	11%	-2%	5%	-3%	4%
Cc1nc(-n2nnc3cc(C)c(C)cc32)c2c3c(sc2n1)CCCC3	?	-4%	-16%	-17%	-6%	11%	?	-13%
CCOC(=O)CSC1=C(C#N)C(c2ccc(Cl)cc2)C(C(=O)OC)C(=O)N1 (stereo unspecified)	-5%	-17%[0.074 µM]	3%	-11%	0%	-23%	25µM*	2%
Cc1c(-c2ccccc2)nc(N)c(C#N)c1-c1cccs1	-10%	13%	16%	-2%	-9%	?	?	11%
Cc1ccc(N2C(=O)[C@@H]3C(c4ccc(F)cc4)=NO[C@@H]3C2=O)cc1	3%	9%[0.074 µM]	7%	-5%	-2%	0%	7%	-11%
CCOC(=O)C1=C(C)N=C(/N=C/N(C)C)SC1c1ccccc1 (stereo unspecified)	-10%	-22%[10 µM]	?	2%	5%	-5%	6%	-2%
CC1(C)Oc2ccc3ccc(=O)oc3c2/C(=C/NCCN/C=C2\C(=O)C(C)(C)Oc3ccc4ccc(=O)oc4c32)C1=O	-17%	-12%	3%	-19%	9%	8%	-6%	11%

One compound at a time, from the list above. Order of screens: Tau fibril ThT	HTT cytoprotect	HttQ103 aggreg	Tau fluor counter	Tau fibril FP	KDM4E inh	ALDH1A1 inh	SMN2 splice up
`CCOC(=O)C1=C(C)N=C(/N=C/N(C)C)SC1c1ccccc1` (stereo unspecified) is listed with -10%	-22%[10 µM]	?	2%	5%	-5%	6%	-2%
`Cc1ccc(OCC(=O)N2CCc3ccccc3C2)c([N+](=O)[O-])n1` is listed with -2%	-59%[inhibitor]	-6%	-1%	-2%	-8%	10%	2%

Part of the list above, with each value named:
Cc1nn(CC#N)c(=O)n1-c1ccccc1
  Tau fibril ThT: 1%
  HTT cytoprotect: 8%
  HttQ103 aggreg: -3%
  Tau fluor counter: 1%
  Tau fibril FP: 0%
  KDM4E inh: -6%
  ALDH1A1 inh: 11%
  SMN2 splice up: -2%

CCCS(=O)(=O)c1nc(S(=O)(=O)c2ccc(C)cc2)c(NCc2ccco2)s1
  Tau fibril ThT: -8%
  HTT cytoprotect: 13%[10 µM]
  HttQ103 aggreg: 5%
  Tau fluor counter: -18%
  Tau fibril FP: 0%
  KDM4E inh: -1%
  ALDH1A1 inh: ?
  SMN2 splice up: -8%

CC(=O)N1CCN(Cc2nc3cc(NS(C)(=O)=O)ccc3n2C)CC1
  Tau fibril ThT: 13%
  HTT cytoprotect: 4%
  HttQ103 aggreg: 2%
  Tau fluor counter: 12%
  Tau fibril FP: 2%
  KDM4E inh: -1%
  ALDH1A1 inh: -4%
  SMN2 splice up: ?

COc1ccc(C(=O)Nc2ccc(F)cc2F)cc1
  Tau fibril ThT: -6%
  HTT cytoprotect: -22%
  HttQ103 aggreg: 8%
  Tau fluor counter: -7%
  Tau fibril FP: 5%
  KDM4E inh: 7%
  ALDH1A1 inh: 1%
  SMN2 splice up: 10µM*

Other structures follow:
SMILES	Tau fibril ThT	HTT cytoprotect	HttQ103 aggreg	Tau fluor counter	Tau fibril FP	KDM4E inh	ALDH1A1 inh	SMN2 splice up
CCn1nc(C(=O)Nc2nc3ccccc3[nH]2)c2ccccc2c1=O	-13%	1%[10 µM]	-6%	-5%	6%	1%	-10%	-13%
Cc1cc(C(=O)N2CCN(CCc3ccccc3)CC2)no1	0%	15%[10 µM]	-3%	0%	-11%	1%	-3%	-12%
CC(Cc1ccccc1)C(=O)NCc1ccccn1 (stereo unspecified)	-10%&-5%	1%	-17%	-12%&-14%	?	-2%&-17%	1%&-6%	?
CCSc1ccccc1C(=O)Nc1ccc([N+](=O)[O-])cc1OC	?	-5%[10 µM]	-10%[9.22 µM]	?	4%	-10%	?	-11%
CCSC1=NCCN1S(=O)(=O)c1ccc(Cl)cc1	0%	-31%[inhibitor]	-29%	-7%	1%	2%	2%	-10%
Cc1ccc(COc2ccccc2C(=S)N2CCCC2)cc1	-16%	·	-17%	-19%	-2%	-6%	25µM*	?
Cc1ccc(NC(=O)c2c(C)nn(-c3ccccc3)c2Cl)cc1	-19%	0%[10 µM]	-11%	-16%	-4%	5%	2%	28%
Cc1ccccc1OCc1cc(=O)n2c(-c3ccccc3)csc2n1	-7%	·	·	-14%	-7%	·	·	3%
O=C(NCc1cccs1)c1cc2c(s1)CCCC2	-5%	-35%	?	-12%	-1%	5%	-10%	11µM*
Cc1ccc(C(=O)N/C(=C\c2ccc(C)o2)C(=O)O)cc1	-11%	?	-23%[9.22 µM]	-4%	-2%	-6%	·	·
Cc1ccc(S(=O)(=O)c2nc(-c3cccs3)oc2SC(C)C)cc1	-16%	·	·	?	-11%	·	·	-5%
COc1ccc(C(=O)COC(=O)CN2C(=O)C3C4C=CC(C5CC45)C3C2=O)cc1 (stereo unspecified)	-6%	3%[10 µM]	12%	-2%	4%	-11%	13µM*	18%
Cc1ccccc1Nc1c(-c2ccc(Cl)cc2)nc2c(C)cccn12	-7%	·	·	-19%	1%	·	·	-9%
O=C(C1CCN(S(=O)(=O)N2CCOCC2)CC1)N1CCOCC1	-5%	-8%	6%	-4%	5%	2%	-5%	-4%
COc1ccc(CNC(=O)CSc2nnnn2C)cc1OC	-2%	-5%[10 µM]	-1%	-1%	3%	-9%	3%	15%
Cc1cccn2cc(-c3ccc(NC(=O)Cc4ccccc4)cc3)nc12	8%	-4%[10 µM]	-11%[9.22 µM]	2%	-4%	?	?	·
O=C(CCCC(=O)N(CC(=O)NC1CCCC1)Cc1ccccc1)Nc1ccccn1	?	-5%	-13%	-19%	-5%	-5%	-10%	-15%
Oc1ccc2ccccc2c1C=Nc1ccccc1	?	4%[10 µM]	5%[9.22 µM]	-21%	-4%	-6%	·	·
O=C(COC(=O)C1Cc2ccccc2CN1C(=O)c1ccccc1Cl)Nc1ccc(N2CCOCC2)cc1 (stereo unspecified)	?	19%[10 µM]	33%	-20%	14%	-12%	5%	-1%
CCOc1cc2c(C)cc(=O)oc2cc1Cl	-5%	-4%	-2%	5%	-2%	?	3%	-13%
Cc1cc(C)n(-c2nc(SCC(=O)Nc3nccs3)c3c4c(sc3n2)COC(C)(C)C4)n1	-10%	-20%	-22%	-4%	-4%	?	?	·
COc1ccc(-c2nn(-c3ccccc3)cc2C(=O)NC(=S)NNC(=O)c2ccncc2)cc1	?	17%	10µM*	-11%	3%	?	?	·
C=CCNC(=S)N1CCN(CCN=CC2=C(O)CC(c3ccc(Cl)cc3)CC2=O)CC1 (stereo unspecified)	-6%	-15%	-7%	-10%	0%	-6%	-15%	·
COc1ccccc1N1CCN(C(=O)/C=C/c2ccc3c(c2)OCO3)CC1	-15%	-9%	-5%	-5%	3%	?	1%	-10%
CC(C)=NN1C(=O)c2ccccc2NC1(C)C	-9%	9%[10 µM]	9%[9.22 µM]	-6%	-3%	?	·	·
CCCCNC(=O)CC1N=C2c3ccccc3N=C(SCC(=O)Nc3ccc(OC)cc3)N2C1=O (stereo unspecified)	-2%	-14%	25%	-10%	1%	1%	5%	-12%
COCCN1Cc2cccc(C(=O)Nc3ccc(C(=O)OC)cc3)c2C1=O	5%	·	·	-7%	?	·	·	3%
c1ccc2c(c1)CC(N1CCN(c3cccc4c3OCCO4)CC1)C2	3%	·	·	-1%	3%	6%	22µM*	-27%
CN(C)c1cc(Cl)c2nonc2c1N	25µM*	12%[10 µM]	-9%[9.22 µM]	?	?	-28%	·	·
CCC(=O)NC(=S)Nc1ccccc1C(=O)NC1CCCCC1	-5%	·	-11%	-14%	-2%	9%	-7%	1%
O=S(=O)(NC1c2cccc3cccc(c23)C1N1CCNCC1)c1ccc(Cl)cc1 (stereo unspecified)	-7%	30%[10 µM]	29%[9.22 µM]	4%	7%	-3%	-7%	-30%[inhibitor]
O=C(CC(c1ccco1)C1CCCCC1=O)c1ccccc1 (stereo unspecified)	-15%	15%	5%	-16%	0%	-9%	?	-6%
O=C(CCn1cccc1)Nc1ccc(OC(F)(F)F)cc1	1%	-15%	-6%	-7%	4%	-9%	-2%	·
COC(=O)c1cccc(NC(=O)CSc2nc(O)c(-c3ccccc3)c(=O)[nH]2)c1	?	-38%[inhibitor]	18%	-5%	-2%	3%	-3%	22%

The list is partial, so the mix of outcomes need not match the whole.
